GRP78 ERSR act: ER stress response induction in glioma; U87-MG GRP78 promoter luciferase reporter, 16 h; Potency, µM, inactives show top-dose activation, hits mostly activators; 0.02% of 420,000 active; further: potency means the concentration at half of the fitted maximal effect; series mostly up to about 76 µM; % of control where 0% means no effect; nearly all actives have a fitted effect of over 35% in size
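ERSR induction read as luciferase luminescence (Bright-Glo, 10 min at room temperature) in stably transfected human U87-MG glioma cells exposed to compounds for 16 h, using GRP78 as sensor.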
Vif-APOBEC3G blk: Vif-A3G binding inhibition. Potency, µM (top dose mostly 46.1 µM), inactives show at the highest dose activity, negative = active, most hits filed as inhibitors. Q9HC16. HeLa A3G-eYFP + Vif (tagged APOBEC3G with the HIV-1 protein that degrades it), YFP fluorescence, overnight. 0.076% of 410,000 active;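 further: potency means the concentration at half of the fitted maximal effect; on the % scale 0 is the no-effect control and ±100 the full control effect; nearly all actives have a fitted effect of over 60% in size; hits raise eYFP signal because A3G escapes Vif-driven loss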
Target sequence (Q9HC16 whole entry, looked up): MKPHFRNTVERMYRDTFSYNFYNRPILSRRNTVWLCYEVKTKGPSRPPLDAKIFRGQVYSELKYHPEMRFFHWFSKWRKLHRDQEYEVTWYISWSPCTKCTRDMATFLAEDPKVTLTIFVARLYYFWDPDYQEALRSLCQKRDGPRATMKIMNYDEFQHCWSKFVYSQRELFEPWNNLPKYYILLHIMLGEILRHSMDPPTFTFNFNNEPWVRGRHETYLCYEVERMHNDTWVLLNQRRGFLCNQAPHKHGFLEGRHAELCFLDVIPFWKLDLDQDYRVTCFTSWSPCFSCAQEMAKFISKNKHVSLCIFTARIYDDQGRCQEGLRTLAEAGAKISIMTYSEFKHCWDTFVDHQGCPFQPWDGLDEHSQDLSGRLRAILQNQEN
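HeLa cells stably expressing Vif and C-terminally eYFP-tagged A3G, seeded overnight at 37 deg C, then exposed to compound by pintool overnight at 37 deg C. Rise in yellow fluorescence (Ex 488/Em 500-530, Acumen) marks blocked Vif-driven A3G degradation.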
Vif-APOBEC3F blk: Vif-A3F binding inhibition; 0.2% of 390,000 active; HeLa A3F-eYFP + Vif (tagged APOBEC3F with the HIV-1 protein that degrades it), YFP fluorescence increase; Potency, µM (top dose mostly 46.1 µM), for the others: at the highest dose activity, negative = active; further: potency means the concentration at half of the fitted maximal effect; % of control where 0% means no effect; nearly all actives have a fitted effect of over 65% in size
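Fluorescence increase (Ex 488/Em 500-530) after overnight compound treatment at 37 deg C flags inhibition of Vif-driven A3F-eYFP loss in stable HeLa A3F-eYFP/Vif cells seeded overnight beforehand.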
RGS4 inh: inhibitors of human regulator of G protein signaling 4 | P49798 | Transcreener GDP fluorescence polarization, RGS4-accelerated GTP hydrolysis | Potency, µM (series often up to 114 µM), for inactives: at the highest dose activity change, negative = inhibition, hits mostly inhibitors | 0.039% of 390,000 active; further: potency means the concentration at half of the fitted maximal effect; on the % scale 0 is the no-effect control and ±100 the full control effect; nearly all actives have a fitted effect of over 75% in size; some results filed as inactive show a strong effect at the top dose
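MLSMR compounds (23 nl, pin-transferred) preincubated 10 min at room temperature with a 500nM (2x) first reagent, then RGS4 at 900nM (2x) plus Transcreener GDP mix added; fluorescence polarization (620/688 nm) read before and after 90 min at 30 °C.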
12-LOX inh: blocks human arachidonate 12S-lipoxygenase | P18054 | purified 12hLO, xylenol orange hydroperoxide absorbance | Potency, µM (titrated, usually from 108 µM), for inactives: at the top dose activity change, negative = inhibition, hits mostly inhibitors | 1.1% of 580,000 active | AID 1671190; further: potency means the concentration at half of the fitted maximal effect; on the % scale 0 is the no-effect control and ±100 the full control effect
Target sequence (P18054 whole entry, looked up): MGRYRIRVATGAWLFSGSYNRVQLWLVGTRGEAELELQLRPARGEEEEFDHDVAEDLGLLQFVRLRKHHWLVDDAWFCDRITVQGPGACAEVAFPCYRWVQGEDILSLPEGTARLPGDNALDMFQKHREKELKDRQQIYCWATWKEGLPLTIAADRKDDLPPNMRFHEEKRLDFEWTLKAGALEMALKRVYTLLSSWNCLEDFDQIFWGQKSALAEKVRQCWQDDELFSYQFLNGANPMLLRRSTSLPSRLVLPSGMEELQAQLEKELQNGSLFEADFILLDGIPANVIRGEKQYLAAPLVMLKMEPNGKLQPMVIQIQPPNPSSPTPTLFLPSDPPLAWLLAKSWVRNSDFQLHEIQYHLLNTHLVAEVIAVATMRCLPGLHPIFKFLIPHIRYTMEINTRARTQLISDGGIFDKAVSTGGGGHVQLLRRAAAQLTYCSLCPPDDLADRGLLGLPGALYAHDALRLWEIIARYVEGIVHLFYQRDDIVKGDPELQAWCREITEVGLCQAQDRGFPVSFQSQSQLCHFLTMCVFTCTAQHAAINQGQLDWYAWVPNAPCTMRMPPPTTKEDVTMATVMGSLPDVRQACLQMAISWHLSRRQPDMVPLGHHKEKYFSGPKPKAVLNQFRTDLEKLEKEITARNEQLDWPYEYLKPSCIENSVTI
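Purified human 12hLO (150 nM final) in 25 mM Hepes, 0.01% Triton X-100, pH 7.0 was preincubated 15 min at room temperature with compound. Then 40 uM arachidonic acid was added, 30 min. Hydroperoxide was read by Fe-XO absorbance ratio 573/405 nm.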
D2 antag: antagonizes the human D2 dopamine receptor; P14416; HEK293 TREx D2 cells, calcium flux, dopamine EC80; inhibition, % at 10 µM; 2% of 340,000 active; AID 485344; in the data active means inhibition above about 30%; further: 0% is about no effect
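Dopamine at EC80 is the agonist stimulus; test compounds precede it by 180 s. Calcium flux read kinetically in a force-coupled, inducible HEK293 T-REx D2 cell line.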
LDHA inh: inhibitors of human lactate dehydrogenase A. P00338. purified LDHA, NADH/diaphorase-resazurin fluorescence; hits give low values. activity change, % (values are at about 110 or 230 µM). 0.15% of 480,000 active; in the data active means activity change below about -30%; inconclusive means mostly about -25% to -30%;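 further: plate controls were DMSO wells for no effect and wells without enzyme for full effect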
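Human LDH5 at 2 nM final in Tris HCl pH 7.4 with 0.06 mM NADH and 0.2 mM pyruvate, reacted 5 minutes at room temperature. Remaining NADH coupled via diaphorase/resazurin; resorufin fluorescence read at 0 and 20 minutes, normalized to enzyme-free and DMSO wells.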
ERG-DNA inh: ERG Ets/DNA interaction inhibition; P11308; fluorescence polarization, His-ERG Ets domain / labelled DNA; Potency, µM (top dose mostly 76.9 µM), for the others: at the highest dose FP activity, negative = inhibition, most hits filed as inhibitors; 0.028% of 370,000 active; active means well fitted inhibition curve with a large enough effect in the polarisation, with a control signal flat; inconclusive means small, poorly fitted or top-dose-only effect, or effect the other way, or a change in a side signal; inactive means no such curve, though single readings can be large or run the other way; the % refers to the polarisation;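 further: polarization taken with two DNA probes labelled with fluorescein and Texas red; potency means the concentration at half of the fitted maximal effect; % of control where 0% means no effect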
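His-tagged ERG Ets domain (1 uM in the protein solution; 300mM KCl, 50mM Tris-HCl, 1mM EDTA, 1mM DTT, pH 7.5) received compound, then a probe mix of 5 nM fluorescein-DNA and 100nM Texas-615-DNA. Fluorescence polarization was read for both dyes.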
D2 ag: activates the human D2 dopamine receptor; 0.53% of 340,000 active; HEK293 T-REx D2 cells, calcium flux agonist mode; activation, % at 2 µM; P14416;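 active means activation over 3 SD above normal in the single-dose calcium agonist read, cut at about 30% in these data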; further: 0% is about no effect
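Calcium-flux readout, 1 cycle/sec over 180 s following compound pin transfer, in inducible HEK293 Trex D2 cells (force-coupled); dopamine controls included. Positive calcium responses during this window marked compounds as potential agonists.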
Numbers without * were called inactive; u = inconclusive; x = no result given; & = joins results of further samples; [ ] = remark or other dose. Unless noted, the call rests on the fitted dose curve; in most records, active means well fitted curve in the direction sought with a large enough effect; inconclusive means small, poorly fitted or top-dose-only effect, or another doubt; inactive means no such curve, though single readings can be large; an effect the other way counts as inactive or inconclusive. Not all compounds are listed; count on the stated rates, not on these rows.

no.	SMILES	GRP78 ERSR act	Vif-APOBEC3G blk	Vif-APOBEC3F blk	RGS4 inh	12-LOX inh	D2 antag	LDHA inh	ERG-DNA inh	D2 ag
1	O=C(NCC1CCCO1)c1ccc(Cl)c(S(=O)(=O)N2CCOCC2)c1 (configuration not stated)	-7%	-1%	16%	-7%	3%	5	-4	-3%	0.7
2	O=C(O)COc1ccc2c(c1)CCCC2	-6%	-3%	3%	4%	25%	2	1	1%	0.2
3	CC(NCC(O)COc1ccc(Br)cc1)c1ccccc1 (configuration not stated)	-1%	-3%	1%	16%	u	1	-2	-9%	1.3
4	O=C(Nc1ccccc1)N1CCCN(Cc2c(F)cccc2Cl)CC1	0%	-2%	7%	4%	87%[activator]	-13	-9	-2%	0.3
5	CCC(=O)c1ccc(OCC(=O)OCc2csc(CC(=O)Nc3ccccc3C)n2)cc1	-3%	-4%	-1%	x	1%	x	-2	x	x
6	COC(=O)CN(c1ccc2c(c1)OCO2)S(=O)(=O)c1c(C)[nH]c(=O)[nH]c1=O	-5%	-2%	-5%	-18%	0%	-12	-1	18%	-0.3
7	CCOc1ccc(C(=O)Nn2cnnc2)cc1OCC	-2%	-1%	4%	3%	40%[activator]	x	-3	-4%	x
8	Cc1sc(NC(=O)c2ccco2)c(C(c2cccnc2)N2CCC(C)CC2)c1C (configuration not stated)	-3%	0%	x	-21%	5%	5	-6	11%	1.7
9	Cc1cc(N2CCN(C3CCCCC3)CC2)nc2cccc(O)c12	1%	2%	2%	1%	-7%	0	8	-28%	0.3
10	COc1ccc(OCC(=O)NC(=S)Nc2ccc(N3CCOCC3)c(Cl)c2)cc1	-4%	1%	-2%	u	x	-10	-4	-14%	-1.3
11	COC1OC(O)C(NC(=O)C(F)(F)F)CC1O (configuration not stated)	-3%	-7%	3%	-14%	-5%	x	-6	-14%	x
12	CCn1nc(C)cc1-c1nnc(SCC(=O)Nc2ccccc2)n1CCCOC	-1%	-2%	-26%	2%	164%[activator]	7	-3	5%	-1.2
13	OCC[C@@H]1C[C@@H](O)[C@H](O)[C@]2(Cc3ccccc3CCO2)O1	-2%	1%	1%	-1%	-5%	14	-3	-3%	-1.6
14	Nn1c(SCC(=O)Nc2ccccc2)nnc1-c1cccnc1	2%	0%	0%	-30%	-14%	-7	-4	11%	1.1
15	CCOC(=O)C1CCCCN1C(=O)/C(=C/c1ccc(OC)cc1)c1ccc(OC)c(OC)c1 (configuration not stated)	-1%	-8%	-12%	-19%	-4%	x	-5	-6%	x
16	OC(CN1CCN(C(c2ccccc2)c2ccccc2)CC1)c1ccc(Br)cc1 (configuration not stated)	-7%	-4%	-13%	-3%	u	x	1	9%	x
17	Oc1ccccc1-c1nc(/C=C/c2ccc(F)cc2)nn1-c1ccccc1	-1%	3%	0%	7%	-4%	x	-8	2%	0.2
18	Cc1nc2ccccc2c(=O)n1NC(=O)c1ccc(Cl)c([N+](=O)[O-])c1	-4%	-10%	2%	18%	0%	11	-3	1%	0.3
19	COc1ccc(C(C)(C)C)cc1S(=O)(=O)N1CCN(C)CC1	-5%	0%	1%	15%	0%	22	-6	3%	0.0
20	COC(=O)[C@@H]1C[C@@]2(O)[C@H](O)[C@H](O)[C@H](O)C[C@H]2N1CC(c1ccccc1)c1ccccc1	-4%	2%	4%	-3%	-7%	14	-2	-7%	-0.7
21	O=C1C(=O)N(CCCO)C(c2ccc(Br)cc2)/C1=C(\O)c1ccc(Br)cc1 (configuration not stated)	-3%	-8%	9%	0%	35µM*	x	3	-6%	x
22	Cc1ccc(CNC(=O)c2c(Nc3ccccc3C)sc(C(=O)c3ccc(F)cc3)c2N)cc1	10%	-10%	-25%	1%	u	x	2	-9%	0.3
23	COc1ccc(-c2sc(C(=O)c3ccc(Cl)cc3Cl)cc2CC(=O)O)cc1	-6%	u	u	-3%	u	1	-9	0%	0.1
24	Cn1c(=O)[nH]c(=O)c2c1nc(CN1CCN(c3ccccc3F)CC1)n2CCc1ccccc1	-1%	6%	-6%	17%	4%[57.4 µM]	46*	-3	u	-0.3
25	CCN(CC)CCNc1nc(-n2nc(C)cc2C)nc2sc3c(c12)CC(C)(C)OC3	-1%	4%	-5%	-24%	131%[activator]	4	-3	-16%	1.0
26	Cc1ccccc1NC(=O)NC(N)=O	-3%	-5%	1%	-2%	-2%	-10	-17	2%	0.2
27	O=C(NC(=S)Nc1ccc(N2CCOCC2)c(Cl)c1)c1cccs1	4%	-1%	13%	1%	u	-2	-1	-9%	0.5
28	CCCCN(C(=O)c1ccc(NC2CC2)c([N+](=O)[O-])c1)c1c(N)n(CCCC)c(=O)[nH]c1=O	-3%	2%	6%	-3%	-29%	10	-6	0%	-0.4
29	CN(CC(=O)Nc1cccc(F)c1)C(=O)c1csc2c1CCCC2	-5%	-5%	5%	u	-16%&-28%	-10	1&1	8%	0.5
30	CCOc1ccc2nc(/N=C/c3c(C)[nH]n(-c4ccc(C)cc4)c3=O)sc2c1	3%	1%	-4%	-27%	-13%	x	1	-3%	x
31	O=C(c1ccc(COCC(F)(F)F)o1)N1CCCCCC1	3%	-1%	-2%	3%	145%[activator]	0	-8	-1%	-0.3
32	CCOc1ccc2[nH]c3c(NCCO)ncnc3c2c1	6%	-5%	-7%	19%	108%[activator]	-7	-1	u	-0.6
33	COc1cccc(NC(=O)c2ccc[n+](C)c2)c1	-4%	0%	6%	-9%	u	17	-11	-21%	0.9
34	Cc1ccc(C(=O)OCC(=O)Nc2sc3c(c2C#N)CCCCC3)cc1NC(=O)c1ccco1	2%	2%	8%	-24%	0%	-10	-1	2%	-0.1
35	Clc1ccc2nc(CSc3nc4ccccc4o3)cn2c1	-8%	-6%	6%	-8%	-6%	-13	-1	3%	-1.2
36	Cc1cc(S(=O)(=O)N2CCCCC2)ccc1OCC(=O)N1CCCC1	-4%	-5%	-6%	-19%	-4%	-12	-1	18%	0.6
37	O=S(=O)(NCc1ccccc1)c1ccc2c(c1)OCCO2	-5%	8%	0%	-40%	0%	3	-1	7%	0.6
38	COc1cc(-c2cc(OC)c3c(C)oc(C)c3c(=O)c2)ccc1OC(=O)c1cccc(Cl)c1	-3%	2%	5%	4%	u	x	0	2%	x
39	O=C(CCn1c(=O)oc2ccccc21)N(Cc1ccccc1)c1ccccc1	-2%	-4%	-5%	39%	18%	-3	-19	-5%	0.7
40	Nc1nc(NCC(=O)O)nc(NCc2ccccc2)c1[N+](=O)[O-]	-2%	0%	2%	3%	-5%	-25	-6	-4%	1.3
41	O=C1CCCc2c1cc(C(=O)O)c(=O)n2-c1ccccc1	0%	6%	-3%	-6%	u	7	-1	-1%	-0.3
42	Cc1[nH]c(=S)c(C#N)c(C)c1Cc1ccccc1	-3%	1%	7%	u	u	-3	-1	-3%	-0.4
43	CN1CCN(C(=O)c2ccc(Cl)c(S(=O)(=O)N3CCCCC3)c2)CC1	-4%	5%	-2%	0%	0%	14	2	-1%	-1.4
44	COC(=O)c1cc(-c2cccc(OC)c2)c2c(=O)[nH]c(=O)n(C)c2n1	-3%	1%	0%	-13%	0%	9	-3	-6%	0.0
45	Cc1cc(N2CCN(C)CC2)nc2ccc(NC(=S)N3CCN(c4ccccn4)CC3)cc12	-3%	2%	-11%	-2%	2%	-1	4	-10%	0.9
46	CCC1CN(C(=O)N2CCC(C(=O)NCc3cccc(F)c3)CC2)c2ccccc2O1 (configuration not stated)	1%	2%	1%	34%	12%	-22	-4	20%	-0.4
47	C[C@@]12C(=O)N(CCO)CC(=O)N1[C@H](/C=C/c1ccccc1)[C@@H]1C(=O)N(c3ccccc3)C(=O)[C@@H]12	-6%	-4%	-12%	19%	3%	4	-6	2%	0.3
48	COC(=O)c1cccc(NC(=O)C(C)(C)C)c1	1%	4%	8%	-10%	0%	-11	1	7%	1.2
49	CCOC(=O)CCC(NC(=O)CCCCC(=O)NC(CCC(=O)OCC)C(=O)OCC)C(=O)OCC (configuration not stated)	-1%	0%	-8%	-8%	-17%	x	-8	-2%	x
50	COc1ccc(OC)c(CNC(=O)c2ccc(C)c(NC(=O)c3nsc4ccccc34)c2)c1	0%	1%	0%	-19%	-15%	x	5	0%	0.9
51	COC(=O)CC1C(=O)NCCN1C(=O)OC(C)(C)C (configuration not stated)	-2%	8%	-3%	-11%	7%	2	-1	4%	-0.3
52	CCCN1C(=O)c2cc(C(=O)NC3CCCCCC3)ccc2C1O (configuration not stated)	-6%	-11%	1%	9%	-12%	-10	-5	2%	0.4
53	O=C(O)CC(SCc1ccc(C(=O)O)o1)C(=O)O (configuration not stated)	-2%	6%	0%	-11%	-5%[57.4 µM]	-29	-1	0%	0.3
54	Cc1cc(C)cc(C(=O)Nc2cccc(NC(=O)c3ccco3)c2)c1	-2%	-2%	-27%	21%	117%[activator]	-11	2	-4%	0.0
55	CCOc1ncccc1C(=O)N=C1SCCN1C(=O)c1cccnc1OCC	-9%	0%	4%	-26%	u	-12	0	4%	-1.0
56	CCN(CC(=O)Nc1c(F)cccc1F)C(=O)CSCC(=O)Nc1ccc(OC)cc1	-2%	0%	-33%	-15%	-4%	-10	-6	5%	0.2

Bioassay records (PubChem)
